Screens: PubChem BioAssay, Broad Institute
HSF-1 GFP decrease: decrease of heat-induced HSF-1 GFP reporter, dose response, NIH3T3 R4 cells, GFP/RFP, cherry-pick, set 3 (AID 493083); NIH3T3 R4 HSF-1 GFP reporter, heat shock, 48 h; activity change, negative = inhibition, % at the top dose, mostly 19.5 µM; hits show AC50 in µM; 2,400 compounds, 4% hits;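 active = compounds lowering signal whose fitted AC50 is at most ten times the top tested dose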;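 note: 0% = neutral control wells and -100% = didemnin B positive control; many of its hits are not listed in these tables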
* hit, by the source's call. Not all compounds are listed (hit frequency here may not be typical).

SMILES | HSF-1 GFP decrease
Cc1ccc(-n2nc(C)c3c2NC(=O)CSC3c2ccc3c(c2)OCO3)cc1 (stereo not given) | 0%
N=Cc1c(O)n(-c2ccccc2)c(=O)n(-c2ccccc2)c1=O | -7%
O=C(Cc1ccccc1)Oc1ccccc1N1C(=O)CCC1=O | 13%
CCCC(C)n1[nH]c(=O)c2c1NC(=O)CSC2c1ccc(OC)c(OC)c1 (stereo not given) | 0%

Fetched one by one from the list above, two records:
SMILES | HSF-1 GFP decrease
Cc1ccc(-n2nc(C)c3c2NC(=O)CSC3c2ccc3c(c2)OCO3)cc1 (stereo not given) | 0%
O=C(Cc1ccccc1)Oc1ccccc1N1C(=O)CCC1=O | 13%

Copied from the list:
CCCC(C)n1[nH]c(=O)c2c1NC(=O)CSC2c1ccc(OC)c(OC)c1 (stereo not given) – HSF-1 GFP decrease: 0%
O=C(Cc1ccccc1)Oc1ccccc1N1C(=O)CCC1=O – HSF-1 GFP decrease: 13%
